HTR5A inv ag = HTR5A inverse agonists in luminescence cell assay, primary screen, counter-screen for OPRM1-OPRD1 heterodimer inverse agonist project, full-deck HTS; inhibition, % at 9.3 µM; 340,000 tested, 0.083% active; HTR5A cell line, inverse agonism; in the data active = inhibition mostly above about 23%, no sharp cut-off; inactive = mostly below about 18%;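 also: 0% = cells with DMSO and 100% = no-cell wells with DMSO; some compounds called inactive have numbers as strong as hits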
Wnt act = Wnt/beta-catenin pathway activators, primary screen, cell-based, plate reader, single point | Wnt/beta-catenin reporter cell assay, activator | activation, % at 9.35 µM | 300,000 tested, 1.2% active; in the data active = activation above about 30%, passing the limit was not always enough;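 also: 0% = neutral control wells and 100% = positive control wells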
CDK5 inh = inhibitors of human CDK5/p35 kinase, primary screen, biochemical, single concentration | Cyclin-dependent kinase 5 (Homo sapiens) + Cyclin-dependent kinase 5 activator 1 (Homo … | inhibition, % at 10 µM | Recombinant CDK5/p35, ADP-Glo luminescence, 60 min | 330,000 tested, 0.01% active | AID 488839, 2010;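 active = highest replicate inhibition of at least 50% and at least 75% of replicates reaching 50%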;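 also: plate controls were DMSO neutral control for no effect and GW8510 at 10 µM for full effect; many of its hits are not listed in these tables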
SR-BI DiI inh = inhibitors of SR-BI mediated HDL lipid uptake, primary screen, ldlA[mSR-BI] cells, fluorescence, single point. ldlA[mSR-BI] CHO cells, DiI-HDL uptake fluorescence, 3 h. inhibition, % at 12.5 µM. 320,000 tested, 0.96% active;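 active = mean replicate inhibition of at least 70% and a set share of replicates each scoring 70 or more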;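 also: 0% = median of neutral control wells and 100% = median of positive control wells; values of inactives mirror those of a sister screen read the other way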
Target sequence (Q61009 whole entry, looked up): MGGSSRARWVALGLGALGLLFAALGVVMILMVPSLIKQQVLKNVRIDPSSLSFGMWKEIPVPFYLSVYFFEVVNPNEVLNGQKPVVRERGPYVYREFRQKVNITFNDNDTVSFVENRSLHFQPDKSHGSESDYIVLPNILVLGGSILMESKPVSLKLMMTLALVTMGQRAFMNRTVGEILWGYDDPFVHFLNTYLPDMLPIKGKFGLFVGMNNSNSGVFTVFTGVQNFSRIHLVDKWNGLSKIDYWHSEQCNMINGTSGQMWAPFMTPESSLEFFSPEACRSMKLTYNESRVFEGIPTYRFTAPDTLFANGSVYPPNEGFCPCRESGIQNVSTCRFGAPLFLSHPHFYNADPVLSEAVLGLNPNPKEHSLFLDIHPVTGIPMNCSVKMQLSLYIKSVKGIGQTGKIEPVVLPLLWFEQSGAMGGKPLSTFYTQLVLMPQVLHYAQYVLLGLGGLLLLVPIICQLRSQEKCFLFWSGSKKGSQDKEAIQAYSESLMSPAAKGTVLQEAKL
V-ATPase pHluor = regulators of yeast V-ATPase proton pumping, primary screen, pHLuorin cytosolic pH fluorescence | response, % at 10 µM | 350,000 tested, 0.37% active | S. cerevisiae | AID 504577, 2011; in the data active = response mostly above about 7.3%, no sharp cut-off; inactive = mostly below about 5.4%; also: actives read high; inactives centre near 0; some compounds called inactive have numbers as strong as hits; reference of the scale not given here
NSD2 inh = NSD2 histone methyltransferase inhibitors, primary screen, biochemical, AlphaScreen, single concentration, set 2. 310,000 tested, 0.54% active. NSD2 peptide methylation, 120 min. Histone-lysine N-methyltransferase NSD2 (Homo sapiens), O96028. AID 743445, 2014. inhibition, % at 12.5 µM; in the data active = inhibition above about 50%
dFosB act = activators of delta FosB homodimer, primary screen, biochemical, fluorescence polarization, TAMRA-CDK5 oligo, single point; activation, % at 25 µM; 340,000 tested, 0.99% active; purified delta FosB; percent of positive-control signal above neutral wells;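 active = mean activation above about 17%, with every replicate also reaching it, limit read from the data, passing the limit was not always enough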;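 also: fluorescence polarization rise as delta FosB binds a TAMRA Cdk5 AP-1 oligo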
Target sequence (P13346 whole entry, looked up): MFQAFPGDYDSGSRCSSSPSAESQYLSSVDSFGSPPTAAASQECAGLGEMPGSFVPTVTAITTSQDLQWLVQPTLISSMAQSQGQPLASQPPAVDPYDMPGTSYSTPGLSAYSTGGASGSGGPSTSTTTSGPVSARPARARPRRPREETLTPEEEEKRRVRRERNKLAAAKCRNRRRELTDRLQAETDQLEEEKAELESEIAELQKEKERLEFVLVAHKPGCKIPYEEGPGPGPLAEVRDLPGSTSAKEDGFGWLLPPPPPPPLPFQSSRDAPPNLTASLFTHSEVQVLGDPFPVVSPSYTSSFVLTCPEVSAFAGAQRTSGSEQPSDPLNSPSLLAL
MITF act = activators of MITF-driven TRPM1 promoter reporter, primary screen, cell-based, SK-MEL-5, luciferase, single point. SK-MEL-5 TRPM1-promoter luciferase, 24 h; % of positive control, neutral wells = 0. activation, % at 12.5 µM. 300,000 tested, 0.75% active;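 active = mean activation of at least 80% with every replicate also reaching 80%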;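 also: 0% = neutral control wells and 100% = parthenolide positive control wells; values of inactives mirror those of a sister screen read the other way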
PvdQ inh = P. aeruginosa PvdQ acylase inhibitors, primary screen, biochemical, fluorescence, plate reader and imaging, single point; PvdQ acylase [Pseudomonas aeruginosa LESB58]; purified PvdQ acylase; inhibition, % at 10 µM; 340,000 tested, 0.063% active; AID 488965, 2010; in the data active = inhibition above about 30%, passing the limit was not always enough;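 also: 0% = vehicle neutral wells and 100% = reference inhibitor wells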
HTR5A ag ctr = HTR5A agonists in luminescence cell assay, primary screen, counter-screen for OPRM1-OPRD1 heterodimer agonist project, full-deck HTS; 340,000 tested, 0.61% active; 5-hydroxytryptamine receptor 5A (Homo sapiens), P47898; cell-based; activation, % at 9.3 µM; AID 504692, 2011; in the data active = activation mostly above about 9.5%, no sharp cut-off; inactive = mostly below about 7.6%;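 also: 0% = cells with vehicle only and 100% = reference agonist; strong numbers were not always called active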
* = called active by the depositor; / = no result given.

SMILES | HTR5A inv ag | Wnt act | CDK5 inh | SR-BI DiI inh | V-ATPase pHluor | NSD2 inh | dFosB act | MITF act | PvdQ inh | HTR5A ag ctr
CN1C(C(=O)NCc2ccco2)CC2Cn3c(nc4cc5ccccc5cc43)C21 (centres undefined) | 5 | 2 | -2.3 | 6 | 0 | / | 10 | 12 | -3 | 5
O=C(O)c1cc(-c2cccs2)nn1-c1cccc(Cl)c1 | 2 | -1 | -2.2 | 1 | -2 | 5 | 7 | -8 | 1 | -1
COc1ccccc1CN1CC(C(=O)N(C)CCOc2ccccc2)CCC1=O (centres undefined) | 1 | 1 | 0.5 | -12 | 2 | 3 | 0 | 3 | -10 | -1
CCn1nc(C(=O)NNC(=O)COc2ccccc2C)c2ccccc2c1=O | -12 | -2 | 0.7 | -2 | -2 | -2 | -9 | -3 | 4 | 1
NC(=O)c1cccc(CS(=O)(=O)c2ccc(Cl)cc2)c1 | 16 | -2 | 0.7 | -5 | 2 | -1 | 3 | -11 | -13 | -5
O=S(=O)(c1ccc(S(=O)(=O)N2CCC3(CC2)OCCO3)cc1)N1CCCC1 | -1 | -1 | -1.1 | 14 | 3 | / | -2 | -11 | -14 | 0
COc1ccc(C(=O)n2cnc3ccccc32)cc1[N+](=O)[O-] | 4 | 4 | -0.1 | -25 | 0 | -2 | -1 | / | -15 | -1
O=C(NC1CCCC1)C(c1ccncc1)N(C(=O)Cc1cccs1)c1cccc(F)c1 (centres undefined) | -10 | -2 | 0.8 | / | 4 | -3 | -2 | 17 | -16 | 1
O=C(NCc1ccc2c(c1)OCO2)c1ccccn1 | 3 | 12 | -1.3 | -33 | 1 | 2 | -6 | 17 | -6 | -1
O=C(NCC1CCCO1)c1ccc(F)c2ccccc12 (centres undefined) | 3 | -1 | / | 6 | -31 | 1 | -1 | 8 | -6 | -1
Nc1nc(N2CCOCC2)nc(N(c2ccccc2)c2ccccc2)n1 | -3 | 2 | -2.0 | -3 | 3 | / | -4 | / | -2 | 1
COC(=O)CSc1ncc(OC)c(OC)n1 | 2 | -2 | 1.2 | -12 | 4 | -1 | 1 | / | -13 | 1
CCc1ccc2[nH]c(=O)c(C(c3nnnn3CCOC)N3CCN(c4ccccc4F)CC3)cc2c1 (centres undefined) | 0 | -3 | -0.6 | -30 | -5 | 3 | -16 | / | -6 | 0
c1cncc(CSc2ccc(-c3cccnc3)nn2)c1 | -13 | 5 | -0.2 | -18 | 1 | -3 | -10 | 23 | 13 | 5
CN(C)c1ccc(/C=C/c2ccncc2)cc1 | -4 | 43* | 0.8 | -15 | 4 | 6 | 9 | 60 | -16 | 5

3 entries from above, sorted by the number in MITF act, falling.
canonical_smiles	Wnt act	CDK5 inh	SR-BI DiI inh	V-ATPase pHluor	NSD2 inh	dFosB act	MITF act	PvdQ inh
CN(C)c1ccc(/C=C/c2ccncc2)cc1	43*	0.8	-15	4	6	9	60	-16
O=C(NCc1ccc2c(c1)OCO2)c1ccccn1	12	-1.3	-33	1	2	-6	17	-6
O=C(O)c1cc(-c2cccs2)nn1-c1cccc(Cl)c1	-1	-2.2	1	-2	5	7	-8	1

(further entries)
SMILES | HTR5A inv ag | Wnt act | CDK5 inh | SR-BI DiI inh | V-ATPase pHluor | NSD2 inh | dFosB act | MITF act | PvdQ inh | HTR5A ag ctr
CCS(CC)=NS(=O)(=O)c1ccc(NC(C)=O)cc1 | -7 | -1 | -0.7 | -6 | 1 | 0 | -3 | / | -7 | 6
CSc1nsc(SC)c1C(=O)NC(=O)Nc1cccnc1 | 5 | 3 | -0.3 | -8 | -3 | -1 | -7 | -1 | 18 | -2
Cc1cccc(C(=O)OC(C)C(=O)Nc2ccc(S(=O)(=O)N3CCCC3)cc2)c1O (centres undefined) | 7 | -2 | -0.8 | 27 | 0 | / | -8 | 4 | -12 | -3
Cc1nnc(SCC(=O)NC(C)(C)C)n1NCc1ccc(N(C)C)cc1 | -6 | 1 | 0.5 | 4 | 0 | 6 | 1 | / | -8 | 2
O=C(CO/N=C/c1ccc(Cl)cc1Cl)NNC(=O)c1ccc(Cl)cc1Cl | 6 | 2 | 6.3 | -14 | -1 | -2 | 14 | / | 10 | 8
COCCn1c(=NC(=O)CSCC(=O)NC2CCCCC2)sc2cc(OC)ccc21 | -11 | -1 | -0.6 | 58 | 0 | 0 | 3 | 0 | 10 | 4
COc1ccc(C2(NC(C)=O)CCN(C(=O)CCC(=O)O)CC2)cc1 | 15 | / | -1.9 | -17 | 0 | -2 | 3 | -2 | -17 | 5
COc1cccc(CNC(=O)C2Cc3ccccc3CN2C(C)=O)c1 (centres undefined) | -8 | 0 | 0.6 | / | 2 | -3 | -2 | -11 | -14 | -2
COc1cccc(CNC(=O)CSC(=S)N2CCCC2)c1 | -5 | -1 | -0.6 | 6 | -6 | -1 | -9 | 0 | 10 | 8
COc1ccc(C(=O)c2ccc(N3CCN(C4CC(=O)NC4=O)CC3)cc2)cc1F (centres undefined) | 9 | / | -0.7 | 37 | -1 | 15 | -4 | 8 | -2 | 7
COc1ccccc1NC(=O)Cn1ccn(-c2cccc3ccccc23)c(=O)c1=O | 12 | -2 | 1.1 | 19 | 0 | 0 | -4 | -5 | -4 | -5
CCCC(C(=O)Nc1ccc2c(C)cc(=O)oc2c1)c1ccccc1 (centres undefined) | 10 | 1 | -1.8 | 6 | -1 | 0 | 5 | 1 | 3 | 0
CCN(CC)C(=O)Cn1cc(C(=O)C(=O)NCc2cccnc2)c2ccccc21 | -21 | -1 | 1.6 | 0 | -1 | -5 | -1 | -3 | -11 | -1
Cc1cnc(C(=O)OCC(=O)c2ccc(F)cc2)cn1 | 6 | -1 | 0.8 | -1 | 5 | 16 | -34 | 13 | -6 | 1
Cc1ccc(C2(c3ccccc3)NC(=O)N(CC(=O)NCc3ccccc3)C2=O)cc1C (centres undefined) | 5 | -3 | -0.9 | 34 | 0 | 0 | 10 | -13 | -13 | -4
CCN(CC(=O)Nc1ccc2c(c1)CCC2)Cc1nc2ccccc2c(=O)[nH]1 | -34 | 4 | 0.8 | 28 | 0 | 4 | -5 | -6 | -1 | 5
CCCn1c(SCC(=O)NC2CCCCC2)nnc1-c1ccccn1 | 6 | -1 | -1.2 | -10 | 0 | -1 | -4 | -8 | -5 | -1
COC(=O)c1sc(N)c(C(=O)OC)c1COC(=O)C1CC(=O)N(Cc2ccco2)C1 (centres undefined) | -32 | / | -0.2 | 41 | -1 | 1 | -8 | 3 | 2 | -2
O=C(c1nn2c(C(F)(F)F)cc(-c3ccccc3)nc2c1Cl)N1CCOCC1 | 3 | -1 | 4.3 | -2 | -3 | 6 | -2 | / | -3 | -1
CCN1CCN(C(=O)c2cc3nc(-c4ccccc4)cc(C(F)(F)F)n3n2)CC1 | 10 | / | 2.4 | 15 | 2 | 4 | -6 | 0 | -2 | 3
COc1ccc(S(=O)(=O)NNC(=O)C23CC4CC(CC(C4)C2)C3)cc1[N+](=O)[O-] | -4 | -2 | 1.0 | -11 | -5 | 1 | -6 | 0 | 16 | 1
CN1C(=O)C(=O)/C(=C(/O)c2ccccc2)C1c1ccccc1 (centres undefined) | -4 | 0 | 11 | -10 | 8 | 59* | -7 | / | 7 | 1
O=C(C1CCCO1)N1CCN(c2ncccn2)CC1 (centres undefined) | 3 | 1 | -0.6 | -7 | -1 | 9 | -8 | / | 6 | 0
CCOc1ccc(NC(=O)CCCOc2cc(=O)n(C)c3ccccc23)cc1 | -8 | 1 | -0.2 | 9 | 5 | -1 | -7 | -1 | -5 | 3
Cc1ccc(-n2c(=O)cc(N3CC(C)OC(C)C3)[nH]c2=O)cc1 (centres undefined) | 5 | -3 | -0.9 | -25 | 0 | / | 10 | / | -21 | -2
COc1ccc(NC(=O)c2cccc(Oc3ccc([N+](=O)[O-])cc3Cl)c2)cc1 | -6 | / | -0.9 | 10 | 4 | -6 | -13 | -5 | 2 | 8
COCCn1c(SC(C)C(=O)Nc2ccc3c(c2)OCCO3)nc2ccccc2c1=O (centres undefined) | -13 | / | -0.6 | 22 | -1 | 0 | -6 | -9 | -6 | 5
CCOC(=O)N1CCC(NC(=O)c2csc3c2CCCC3)CC1 | -5 | 1 | 0.8 | 0 | 3 | / | -7 | / | 7 | 0
COC(=O)c1cc(OC)c(OC)cc1NC(=O)CCC1CCCC1 | -4 | / | 0.4 | 27 | -4 | -3 | -1 | -3 | -15 | -3
CCOc1ccc(C(=O)CCC(=O)NNC(=O)c2ccccc2O)cc1 | -24 | -5 | -1.7 | 24 | -4 | -2 | 10 | -19 | 1 | 5

Results in HTR5A inv ag (2 entries from above):
SMILES,HTR5A inv ag
COCCn1c(SC(C)C(=O)Nc2ccc3c(c2)OCCO3)nc2ccccc2c1=O (centres undefined),-13
CCOC(=O)N1CCC(NC(=O)c2csc3c2CCCC3)CC1,-5

New compounds follow:
SMILES | HTR5A inv ag | Wnt act | CDK5 inh | SR-BI DiI inh | V-ATPase pHluor | NSD2 inh | dFosB act | MITF act | PvdQ inh | HTR5A ag ctr
O=c1[nH]c(-c2ccccn2)nc2ccccc12 | -8 | / | 4.1 | -18 | 14 | -5 | -18 | 48 | 18 | 3
S=c1[nH]nc(-c2ccc3c(c2)OCO3)n1-c1ccccc1 | 5 | -5 | 0.6 | -12 | 4 | -2 | -2 | -6 | 13 | 4
CCN(CC)C(=O)C1CCCc2c1[nH]c1ccc(Cl)cc21 (centres undefined) | -13 | 1 | 1.1 | 9 | -3 | / | -7 | -8 | -1 | 5
COc1ccccc1OCC(=O)Nc1ccc(S(=O)(=O)N2CCOCC2)cc1 | 5 | -1 | -0.7 | 10 | 0 | / | -1 | -4 | -7 | -2
CCc1ccc(CCC(=O)Nc2ccc(C(=O)O)cc2)o1 | 5 | -2 | -1.0 | -17 | -4 | 10 | -2 | -5 | 3 | -2
CCCS(=O)(=O)c1nc(S(=O)(=O)c2ccc(Cl)cc2)c(N2CCC(O)CC2)s1 | 20 | 0 | -4.6 | 4 | -1 | 0 | -4 | -6 | -3 | -3
Cc1c(C(=O)N(Cc2ccc(Cl)cc2)C2CCS(=O)(=O)C2)oc2ccccc12 (centres undefined) | -14 | 3 | 1.4 | 13 | -6 | -2 | -9 | -2 | 15 | 5
O=C(Nc1ccc2[nH]ccc2c1)c1cccs1 | -18 | 12 | 3.6 | / | 0 | / | -1 | 106* | -5 | 7
Cc1nn(-c2ccccn2)c(N)c1N=O | -19 | 4 | 1.2 | 2 | 5 | 7 | 3 | -5 | -12 | 7
Cc1cccc(OCCn2c(CCCO)nc3ccccc32)c1 | -6 | -2 | 1.1 | -2 | 3 | -3 | -9 | -3 | -13 | 2
Cn1c(SCC(=O)Nc2ccccc2Oc2ccccc2)nnc1C1CC1 | -13 | 0 | 0.6 | 1 | 3 | 29 | -5 | 5 | -3 | 5
COc1ccc(NC(=S)Nc2cccc(Cl)c2)cc1OC | 1 | 0 | -1.1 | 27 | -1 | 0 | -10 | 2 | -10 | 4

MITF act: what is marked active above
compound	Wnt act	CDK5 inh	SR-BI DiI inh	V-ATPase pHluor	NSD2 inh	dFosB act	MITF act	PvdQ inh
O=C(Nc1ccc2[nH]ccc2c1)c1cccs1	12	3.6	/	0	/	-1	106*	-5

Screens (PubChem BioAssay)
